TNAP inh Pi – human TNAP inhibition, phosphate detection. purified TNAP, pNPP, malachite green phosphate absorbance. AID 614. 21,000 tested, under 10 active. P05186. inhibition, % at 20 µM
Target sequence (P05186 whole entry, looked up): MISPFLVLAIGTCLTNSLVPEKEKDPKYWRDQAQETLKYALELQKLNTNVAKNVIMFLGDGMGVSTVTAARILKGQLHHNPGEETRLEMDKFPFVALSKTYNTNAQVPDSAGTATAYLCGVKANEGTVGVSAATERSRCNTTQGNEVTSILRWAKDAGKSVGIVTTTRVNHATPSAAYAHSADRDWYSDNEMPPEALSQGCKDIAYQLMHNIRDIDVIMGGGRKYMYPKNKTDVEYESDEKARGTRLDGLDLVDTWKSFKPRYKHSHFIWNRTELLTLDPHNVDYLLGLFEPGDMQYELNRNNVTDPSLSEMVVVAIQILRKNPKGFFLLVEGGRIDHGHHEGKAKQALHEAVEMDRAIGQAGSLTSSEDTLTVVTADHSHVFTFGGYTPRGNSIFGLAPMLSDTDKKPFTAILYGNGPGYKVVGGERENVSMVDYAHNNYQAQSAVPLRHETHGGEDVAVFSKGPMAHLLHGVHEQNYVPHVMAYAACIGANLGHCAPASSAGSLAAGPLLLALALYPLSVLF
TNAP pNPP inh – inhibitors of human tissue-nonspecific alkaline phosphatase | purified TNAP, pNPP hydrolysis, absorbance 405 nm | P05186 | inhibition, % at 20 µM | 21,000 tested, under 10 active;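 also: 0% = DMSO only wells and 100% = 1 mM levamisole wells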
* hit, by the source's call; & = joins results of further samples.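 The calls were made as follows: active = inhibition above 50% at the 20 µM single-dose screen; inactive = the rest.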 The list is partial; rates above refer to the full screens.

COc1ccc(C(CNC(=O)COc2ccccc2OC)N(C)C)cc1OC (configuration not stated) was read as TNAP inh Pi 7.2 and TNAP pNPP inh 2.9.
For Nc1ccc(C(=O)O)c(O)c1 the results were TNAP inh Pi 0.0&-10.6 and TNAP pNPP inh 0.0&5.4.
For CCOC(=O)C1CCCN(C(=O)C(C)Oc2ccc(Cl)cc2Cl)C1 (configuration not stated) the results were TNAP inh Pi 5.9 and TNAP pNPP inh 1.1.
`Cc1cc(-n2c(C)cc(C(=O)CSc3nnnn3-c3ccccc3)c2C)no1` gave TNAP inh Pi 5.7 and TNAP pNPP inh 1.8.
Screening Cc1noc(C)c1C(=O)N1CCc2ccccc2C1 returned TNAP inh Pi 7.5 and TNAP pNPP inh 5.3.
`COc1ccc(Cc2nnc(SCC(=O)Nc3nc(C)cs3)o2)cc1` gave TNAP inh Pi 8.0 and TNAP pNPP inh -0.5.
`CCN(CC)CCOC(=O)c1cccc(Br)c1` gave TNAP inh Pi 7.8 and TNAP pNPP inh 3.4.
For C=CCn1c(Cc2cccs2)nnc1SCC(=O)Nc1cc(OC)cc(OC)c1 the results were TNAP inh Pi -15.0 and TNAP pNPP inh 3.9.
`c1ccc(COc2ccc(OCCOCCn3cncn3)cc2)cc1` gave TNAP inh Pi 9.0 and TNAP pNPP inh 6.4.
CC(C)CC(c1nnnn1CC1CCCO1)N1CCN(c2cccc(Cl)c2)CC1 (configuration not stated) was read as TNAP inh Pi 13.5 and TNAP pNPP inh 7.2.
For COCCn1c(C)nc2oc3ccc(Br)cc3c(=O)c2c1=O the results were TNAP inh Pi -1.9 and TNAP pNPP inh 4.8.
`Cc1ccc(C(=O)Nc2cccc(C(=O)NCc3ccccc3)c2)o1` gave TNAP inh Pi -21.5 and TNAP pNPP inh 0.2.
CCCCn1c(SCC(=O)Nc2nnc(C)s2)nc2c1c(=O)n(C)c(=O)n2C was read as TNAP inh Pi -4.6 and TNAP pNPP inh -5.2.
Cn1c(CNC(=O)Cc2ccc3c(c2)OCO3)nnc1SCc1ccccc1 was read as TNAP inh Pi 13.8 and TNAP pNPP inh 3.8.
For O=C(Nc1ccc(S(=O)(=O)N2CCOCC2)cc1)C1CCCCC1 the results were TNAP inh Pi 13.1 and TNAP pNPP inh 5.8.
Screening COC(=O)[C@H](C)NC(=O)Nc1ccc(S(N)(=O)=O)cc1 returned TNAP inh Pi 8.6 and TNAP pNPP inh 5.1.
CCCn1c(SCC(=O)Nc2nc(C)c(C(=O)OC)s2)nnc1C(C)C was read as TNAP inh Pi 7.5 and TNAP pNPP inh -1.6.
Screening COc1ccc(-c2c3c(=O)n(C)c(=O)n(C)c3cn2-c2cc(OC)ccc2OC)cc1 returned TNAP inh Pi 7.9 and TNAP pNPP inh 4.7.
For CCC1(C)Cc2ccccc2-c2c1c(=O)n(Cc1ccccc1)c1nnnn21 (configuration not stated) the results were TNAP inh Pi 10.8 and TNAP pNPP inh 2.4.
Screening COc1ccc(CCCc2nnc(SCC(=O)Nc3ncc(C)s3)o2)cc1 returned TNAP inh Pi 5.8 and TNAP pNPP inh -1.4.
Screening O=c1c2c3c(sc2n2cnnc2n1Cc1ccccc1)CN(Cc1ccccc1)CC3 returned TNAP inh Pi -6.8 and TNAP pNPP inh 3.3.
COCCn1nnnc1C(c1ccccc1)N1CCN(C)CC1 (configuration not stated) was read as TNAP inh Pi 5.7 and TNAP pNPP inh 3.7.
COc1ccc(NC(=O)c2c(NC(=O)CNCc3ccco3)sc3c2CCC3)cc1 was read as TNAP inh Pi 10.8 and TNAP pNPP inh 7.9.
`CCN(CC)CCOc1ccc(Br)cc1` gave TNAP inh Pi 7.1 and TNAP pNPP inh 1.2.
`Cc1nc(-c2c(-c3ccc(O)cc3O)noc2C(F)(F)F)cs1` gave TNAP inh Pi 3.2 and TNAP pNPP inh 4.8.
For CC(=O)c1sc2nc(=O)c(C)nn2c1C the results were TNAP inh Pi 6.6 and TNAP pNPP inh 5.7.
`CCCOc1ccc(CN(CCO)CCO)cc1C(=O)OC` gave TNAP inh Pi 12.0 and TNAP pNPP inh 8.5.
CCSc1nc(O)cc(=O)n1-c1ccc(OC)cc1 was read as TNAP inh Pi -15.6 and TNAP pNPP inh 6.2.
Screening COc1ccc(CCn2c(NCc3ccco3)nc3c2c(=O)[nH]c(=O)n3C)cc1 returned TNAP inh Pi 5.5 and TNAP pNPP inh 2.7.
For COc1ccc(C(=O)NCc2oc(-c3ccccc3)cc2C(=O)O)cc1 the results were TNAP inh Pi 4.2 and TNAP pNPP inh 1.7.
Screening COc1ccc(-c2noc(CSc3nc(-c4ccccc4)cc(=O)[nH]3)n2)cc1OC returned TNAP inh Pi -5.4 and TNAP pNPP inh -12.6.
Screening CCCCc1nc2sc3c(c2c(=O)[nH]1)CCC3 returned TNAP inh Pi 0.0 and TNAP pNPP inh 0.0.
For CSC1=C(C#N)C2(CCCC2)C(C#N)=C(N)N1 the results were TNAP inh Pi 13.0 and TNAP pNPP inh 1.1.
For COC(=O)C1CCN(C(=O)Cc2ccc(Br)cc2)CC1 the results were TNAP inh Pi 6.6 and TNAP pNPP inh -0.9.
Screening COc1ncnc2c1oc1nc(CC(C)C)c3c(c12)CCCC3 returned TNAP inh Pi 1.3 and TNAP pNPP inh -2.1.
Screening CCOC(=O)c1ccc(COc2nc3ccccc3nc2-c2ccccc2NC(C)=O)o1 returned TNAP inh Pi 13.2 and TNAP pNPP inh 0.0.
CC(C)P(=O)(Cc1cccc(C#N)c1)C(C)C was read as TNAP inh Pi -0.3 and TNAP pNPP inh 0.3.
`CN(C)S(=O)(=O)N(CC(=O)NCc1ccccc1)c1ccccc1` gave TNAP inh Pi 15.0 and TNAP pNPP inh 4.3.
CCCOc1ccc(C2/C(=C(\O)c3c(C)[nH]c(C(=O)OC)c3C)C(=O)C(=O)N2CCN(C)C)cc1 (configuration not stated) was read as TNAP inh Pi 3.8 and TNAP pNPP inh -4.0.
For Cc1noc(C)c1CSc1nnc(-c2ccccc2F)n1CCc1ccccc1 the results were TNAP inh Pi 9.3 and TNAP pNPP inh 1.1.
For Cc1cccc(-c2noc(-c3ccc(F)cc3)n2)c1 the results were TNAP inh Pi -35.6 and TNAP pNPP inh -2.3.
`c1ccc(Cn2nnnc2-c2ccco2)cc1` gave TNAP inh Pi 10.1 and TNAP pNPP inh 9.3.
CC(=O)c1ccc(NC2OC(CO)C(O)C(O)C2O)cc1 (configuration not stated) was read as TNAP inh Pi -2.4 and TNAP pNPP inh -10.8.
CCOC(=O)C1CCCN(S(=O)(=O)Cc2ccccc2)C1 (configuration not stated) was read as TNAP inh Pi 1.1 and TNAP pNPP inh -10.0.
`CCCCc1c(O)nc(SCC(=O)N2CCCCC2)n(-c2ccccc2C)c1=O` gave TNAP inh Pi 14.3 and TNAP pNPP inh 8.2.
For Cc1cccc(C(=O)NCc2nnc(SCC(=O)N3CCN(c4ccccc4)CC3)n2C)c1 the results were TNAP inh Pi 8.7 and TNAP pNPP inh 0.5.
`Cc1sc(NC(=O)c2ccc(Cl)s2)c(C(N)=O)c1C` gave TNAP inh Pi -0.8 and TNAP pNPP inh -8.0.
For O=C(NCCCN1CCN(CCCNC(=O)c2ccccc2F)CC1)c1ccccc1F the results were TNAP inh Pi 2.9 and TNAP pNPP inh -2.6.
For COc1ccc(-c2nnn(CC(=O)N(CC(=O)NC3CCCC3)c3cccc(C)c3)n2)cc1OC the results were TNAP inh Pi 4.9 and TNAP pNPP inh -0.2.
N#Cc1nc(-c2ccc(Cl)cc2)oc1NCc1cccc2c1OCO2 was read as TNAP inh Pi 5.5 and TNAP pNPP inh 2.0.
Screening COC(=O)c1sc(NC(=O)c2cnccn2)c(C(=O)OC)c1C returned TNAP inh Pi 11.6 and TNAP pNPP inh 0.9.
CCN1C(=O)C2(Nc3ccccc3-c3nc4ccccc4n32)c2cc(OC)ccc21 (configuration not stated) was read as TNAP inh Pi 8.0 and TNAP pNPP inh 4.3.
Screening COc1ccccc1NC(=O)CSCC(N)=O returned TNAP inh Pi 11.3 and TNAP pNPP inh 3.9.
For COc1ccc(CCNc2nc3c(c(=O)n(C)c(=O)n3C)n2C)cc1OC the results were TNAP inh Pi 12.6 and TNAP pNPP inh 6.1.
Screening CCNCCNC(=O)c1c(O)c2c([nH]c1=O)CCCC2 returned TNAP inh Pi 7.1 and TNAP pNPP inh 3.4.
`Cc1cc(NC(=O)c2ccc(COc3ccc(Cl)c(C)c3)o2)no1` gave TNAP inh Pi 0.4 and TNAP pNPP inh 5.6.
For CC1(C)CC(N(Cc2cccs2)C(=O)c2ccco2)CCO1 (configuration not stated) the results were TNAP inh Pi 4.6 and TNAP pNPP inh -4.7.
`Cc1ccc(C)c(N(C(=O)Cn2nnc3ccccc32)C(C(=O)NCc2ccco2)c2ccncc2)c1` (configuration not stated) gave TNAP inh Pi 7.4 and TNAP pNPP inh 1.1.
CCOC(=O)C1CCCCN1Cc1ccc(OC)c(OC)c1OC (configuration not stated) was read as TNAP inh Pi 11.4 and TNAP pNPP inh 6.8.
`CCOC(=O)c1ccc(N2C(=O)c3n[nH]c(C)c3C2c2ccc(O)cc2)cc1` (configuration not stated) gave TNAP inh Pi 9.3 and TNAP pNPP inh 6.9.

Four compounds from above, arranged by molar mass, low to high:
`Cc1cc(NC(=O)c2ccc(COc3ccc(Cl)c(C)c3)o2)no1` gave TNAP inh Pi 0.4 and TNAP pNPP inh 5.6.
N#Cc1nc(-c2ccc(Cl)cc2)oc1NCc1cccc2c1OCO2 was read as TNAP inh Pi 5.5 and TNAP pNPP inh 2.0.
For COc1ccc(CCNc2nc3c(c(=O)n(C)c(=O)n3C)n2C)cc1OC the results were TNAP inh Pi 12.6 and TNAP pNPP inh 6.1.
For O=C(NCCCN1CCN(CCCNC(=O)c2ccccc2F)CC1)c1ccccc1F the results were TNAP inh Pi 2.9 and TNAP pNPP inh -2.6.

Three records picked at random from the list so far:
For Cc1cccc(C(=O)NCc2nnc(SCC(=O)N3CCN(c4ccccc4)CC3)n2C)c1 the results were TNAP inh Pi 8.7 and TNAP pNPP inh 0.5.
N#Cc1nc(-c2ccc(Cl)cc2)oc1NCc1cccc2c1OCO2 was read as TNAP inh Pi 5.5 and TNAP pNPP inh 2.0.
For CC1(C)CC(N(Cc2cccs2)C(=O)c2ccco2)CCO1 (configuration not stated) the results were TNAP inh Pi 4.6 and TNAP pNPP inh -4.7.

Additional records
`O=C1CC(c2ccc3c(c2)OCO3)c2cc3c(cc2N1)OCCO3` (configuration not stated) gave TNAP inh Pi -5.3 and TNAP pNPP inh -9.7.
`CCOc1ccc(C(=O)N(C)C2CCS(=O)(=O)C2)cc1` (configuration not stated) gave TNAP inh Pi 6.0 and TNAP pNPP inh 4.2.
Screening Cc1nn(CC(=O)N2CCOCC2)c(=O)c2ccccc12 returned TNAP inh Pi 6.4 and TNAP pNPP inh 0.1.
For CCCSC1=C(C#N)C(c2ccc(OC)cc2)C2=C(CC(C)(C)CC2=O)N1 (configuration not stated) the results were TNAP inh Pi 10.2 and TNAP pNPP inh 5.9.
Screening COc1ccc(C(=O)Oc2c(C)occc2=O)cc1OC returned TNAP inh Pi 17.7 and TNAP pNPP inh 5.0.
`CCOC(=O)CCNC(C)C1COc2ccccc2O1` (configuration not stated) gave TNAP inh Pi 4.9 and TNAP pNPP inh 1.5.
Screening COc1ccc(S(=O)(=O)Nc2cc(C(C)C)c(O)cc2C)cc1 returned TNAP inh Pi 10.5 and TNAP pNPP inh 1.0.
`CCOC(=O)C1CCCN(c2nnnn2-c2ccccc2)C1` (configuration not stated) gave TNAP inh Pi 26.8 and TNAP pNPP inh 12.2.
For C=CCOc1ccc(/C(O)=C2/C(=O)C(=O)N(CCCn3ccnc3)C2c2cccs2)cc1 (configuration not stated) the results were TNAP inh Pi 7.5 and TNAP pNPP inh 1.9.
Screening COc1cccc(N2CCN(Cc3nc(N)nc(N4CCCc5ccccc54)n3)CC2)c1 returned TNAP inh Pi 4.4 and TNAP pNPP inh -1.6.
For COCc1cc(C)n(CC(=O)Nc2ccccc2C(=O)OC)c(=O)c1C#N the results were TNAP inh Pi 14.9 and TNAP pNPP inh 1.1.
`CCCN(CCC)S(=O)(=O)c1cccc(C(=O)Nc2ccc3c(c2)OCO3)c1` gave TNAP inh Pi 6.1 and TNAP pNPP inh 1.5.
`N/C(CCN1CCOCC1)=N/O` gave TNAP inh Pi 0.0 and TNAP pNPP inh 0.0.
`Cc1ccc(CN(C(=O)Cn2nnc3ccccc32)C(C(=O)NCc2ccco2)c2cccs2)cc1` (configuration not stated) gave TNAP inh Pi -0.3 and TNAP pNPP inh -8.2.
For COc1ccc(-c2noc(C3CCCN(S(=O)(=O)c4cccc(Cl)c4)C3)n2)cc1OC (configuration not stated) the results were TNAP inh Pi -9.2 and TNAP pNPP inh -6.9.
`O=c1oc(-c2ccccc2)nc2c1cnn2-c1ccccc1` gave TNAP inh Pi 2.9 and TNAP pNPP inh 1.6.
CCCCOc1ccc(C(=O)N2CCCC2C(=O)O)cc1 (configuration not stated) was read as TNAP inh Pi 8.8 and TNAP pNPP inh 6.3.
`NC(=O)c1ccccc1NC(=O)CCc1ccccc1` gave TNAP inh Pi 10.7 and TNAP pNPP inh 2.9.
Screening Cc1ccc(C(=O)c2cc(C)sc2NC(=O)CN2CCN(C(=O)c3ccco3)CC2)cc1 returned TNAP inh Pi 10.2 and TNAP pNPP inh -2.2.
For C=CCN(C)CCCNC(=O)/C=N/O the results were TNAP inh Pi -12.0 and TNAP pNPP inh -12.0.
`CCOc1ccc(OCC)c(S(=O)(=O)NCc2cccnc2)c1` gave TNAP inh Pi 10.1 and TNAP pNPP inh -0.7.
O=C(c1nsnc1-c1ccccc1O)N1CCCCC1 was read as TNAP inh Pi -4.6 and TNAP pNPP inh 3.2.
Screening Cc1ccc(C2CC(C(F)(F)F)n3nc(C(=O)NCC4CCCO4)cc3N2)cc1 (configuration not stated) returned TNAP inh Pi 9.0 and TNAP pNPP inh 1.8.
Screening Cc1noc(C)c1CSc1nnc2ccc3ccccc3n12 returned TNAP inh Pi 12.2 and TNAP pNPP inh 4.5.
O=C(CCC1CCCC1)N1CCN(C(=O)C2CC2)CC1 was read as TNAP inh Pi 8.2 and TNAP pNPP inh 5.6.
Nc1nncn1C(=O)c1cccs1 was read as TNAP inh Pi 11.4 and TNAP pNPP inh 1.6.
For CSc1cc(C)nc(N(C)C(C)=O)n1 the results were TNAP inh Pi 6.7 and TNAP pNPP inh 3.1.
